TR-FRET SRC-2 ct – TR-FRET artefact, counter-screen to PPARgamma/SRC-2 agonist assay. 0.4% of 200,000 active. hits give high values. TR-FRET ratio at 8 µM; in the data active = TR-FRET ratio above about 2000; note: inactives centre near 1500; reference of the scale not given here
ROMK primary – modulates human ROMK potassium channel activity; 2% of 130,000 active; Tet-inducible ROMK, thallium flux fluorescence; actives lie on both sides; P48048; B-score at 10 µM;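 active = signal ratio slope over the read window, or its plate-corrected B-score, at least 3 SD from the plate mean, either direction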;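 note: B-score of the F/F0 ratio slope over 7 to 12 s after thallium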
Target sequence (P48048 whole entry, looked up): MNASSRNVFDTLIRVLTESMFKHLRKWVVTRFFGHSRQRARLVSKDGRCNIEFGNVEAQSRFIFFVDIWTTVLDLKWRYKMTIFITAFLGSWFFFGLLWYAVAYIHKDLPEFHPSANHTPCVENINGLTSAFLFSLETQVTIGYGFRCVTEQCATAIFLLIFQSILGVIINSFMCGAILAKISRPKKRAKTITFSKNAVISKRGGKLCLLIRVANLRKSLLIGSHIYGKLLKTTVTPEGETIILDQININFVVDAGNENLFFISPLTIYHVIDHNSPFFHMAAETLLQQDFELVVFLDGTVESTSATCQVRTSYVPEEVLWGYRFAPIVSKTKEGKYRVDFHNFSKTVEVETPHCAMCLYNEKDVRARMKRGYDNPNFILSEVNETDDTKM
bIAP activator – intestinal alkaline phosphatase (bovine) activation; purified bovine IAP, CDP-star luminescence, 30 min; hits give high values; fold of DMSO-control signal, blank-subtracted; 0.17% of 200,000 active; AID 1016; activation factor at 20 µM;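 active = activation factor of 2 or more at 20 µM, a signal rise over negative controls twice the positive control's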
TLR4 MyD88 comp – blocks binding of human TLR4 to MyD88 | O00206+Q99836 | HeLa CL3-4 TLR4/MyD88 BLA complementation, FRET ratio | inhibition, % at 8.4 µM | 0.18% of 200,000 active | AID 861; in the data active = inhibition above about 25%;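 note: 0% = vehicle and 100% = reference inhibitor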
PPARg SRC-2 ag – agonists of SRC-2 recruitment by human PPARgamma; PPARgamma LBD-SRC-2 recruitment, biochemical; activation, % at 8 µM; 0.34% of 200,000 active; AID 1032; in the data active = activation above about 22%;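 note: 0% = vehicle and 100% = reference agonist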
L major viab – inhibitors of Leishmania major promastigote growth. Leishmania major promastigotes, resazurin fluorescence viability. inhibition, % at 10 µM. 9% of 200,000 active; in the data active = inhibition above about 50%;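 note: promastigotes grown with compound for 44 hours at 28 °C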
PPARg SRC-3 ag – agonists of human PPARgamma SRC-3 coactivator recruitment; P37231; biochemical PPARgamma/SRC-3 coactivator recruitment assay; activation, % at 8 µM; 0.26% of 200,000 active; in the data active = activation above about 23%;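 note: 0% = DMSO and 100% = reference agonist; some compounds past the cut are filed as inactive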
bIAP inh – blocks bovine intestinal alkaline phosphatase activity; purified bovine IAP, CDP-star luminescence, 30 min; inhibition, % at 20 µM; 190,000 tested, under 10 active; AID 1019;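 active = over 50% inhibition of intestinal alkaline phosphatase at 20 µM in the single-dose screen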
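Incubation: 30 min reaction at room temperature / Material: purified bovine intestinal alkaline phosphatase (IAP) enzyme / Input: enzyme at 1/65,000,000 dilution / Dosing: 20 µM single dose / Signal: CDP-star luminescence signal / Reagent: CDP-star chemiluminescent phosphatase substrate, 30 µM final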
S1P3 antag – blocks the human S1P3 receptor | Q99500 | CHO S1P3 NFAT-BLA reporter, FRET fluorescence, antagonist mode | inhibition, % at 4.98 µM | 0.27% of 170,000 active | AID 485;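 active = inhibition above the plate cutoff, the mean inhibition of test wells on that plate plus 3 SD, cut at about 28% in these data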;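 note: cells challenged with S1P at its EC80 of 0.8 µM; blue over green emission ratio from cleaved BLA substrate after 4 h stimulation; 0% = S1P-stimulated wells and 100% = unstimulated DMSO-only wells; some compounds past the cut are filed as inactive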
Target sequence (Q99500 whole entry, looked up): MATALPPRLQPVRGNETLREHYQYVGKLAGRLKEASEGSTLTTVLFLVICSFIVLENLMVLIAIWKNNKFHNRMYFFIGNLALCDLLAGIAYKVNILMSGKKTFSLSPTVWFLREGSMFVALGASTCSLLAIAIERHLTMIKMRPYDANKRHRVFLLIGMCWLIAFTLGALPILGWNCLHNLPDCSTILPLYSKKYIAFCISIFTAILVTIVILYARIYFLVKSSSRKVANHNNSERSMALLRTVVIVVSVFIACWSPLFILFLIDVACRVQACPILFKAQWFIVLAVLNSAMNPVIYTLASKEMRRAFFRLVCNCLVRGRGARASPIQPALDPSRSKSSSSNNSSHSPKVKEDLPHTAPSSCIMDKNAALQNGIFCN
Redox H2O2 prof – compounds producing H2O2 with reducing agent – biochemical, NIH compound library profiling, artefact control for MLSCN library redox annotation, primary screen | DTT-dependent redox cycling H2O2, phenol red/HRP absorbance; 100% = 100 µM peroxide control, 0% = buffer | 0.03% of 200,000 active | activation, % at 10 µM;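 active = activation of at least 50% relative to the plate's high and low controls in the primary single-dose screen; inactive = activation below 50%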;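 note: compound incubated with DTT at 0.8 mM final as the reducing agent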
PPARg SRC-1 ag – promotes SRC-1 coactivator recruitment by human PPARgamma; PPARgamma-SRC-1 coactivator recruitment biochemical assay; activation, % at 8 µM; 0.41% of 200,000 active; in the data active = activation above about 19%;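 note: 0% = DMSO and 100% = reference agonist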
Numbers without * were called inactive; · = no result given.

SMILES | TR-FRET SRC-2 ct | ROMK primary | bIAP activator | TLR4 MyD88 comp | PPARg SRC-2 ag | L major viab | PPARg SRC-3 ag | bIAP inh | S1P3 antag | Redox H2O2 prof | PPARg SRC-1 ag
CN(c1ccc(C(=O)Nc2nccs2)cc1)S(=O)(=O)c1ccccc1 | 1474 | -1.1 | 0.9 | 1 | 1 | 9 | 1 | 10 | 2 | -0.1 | -4
O=C(NC1CCCCC1)c1ccccc1NC(=O)C1CC(=O)N(c2ccccc2)C1 (stereo not drawn) | 1321 | · | 1.1 | 3 | 0 | -3 | 8 | -5 | · | 1.5 | 5
COc1ccc(C(=O)NNC(=O)CN2CCC(n3nnc4cc(C(F)(F)F)ccc43)CC2)cc1 | 1638 | · | 0.9 | -8 | -3 | -8 | 12 | 6 | · | 1.5 | 2
Cc1ccc(N(CN2C(=O)NC(C)(C)C2=O)CN2C(=O)NC(C)(C)C2=O)cc1 | 1564 | -0.76 | 1 | -1 | -5 | 22 | -7 | 4 | · | -0.6 | -7
COC(=O)C(C)Oc1ccc(-c2nccc(-c3cccs3)n2)cc1 (stereo not drawn) | 1635 | · | 1.1 | 0 | 11 | -8 | 3 | -10 | · | -1.1 | 7
COc1ccc(NC(=O)c2c(N)no[n+]2[O-])c(OC)c1 | 1542 | -0.064 | 1 | -8 | -2 | 18 | -2 | -2 | -19 | 0.1 | -8
Clc1ccc(OCCOCCN2CCCCC2)c(Br)c1 | 1659 | -2.2 | 1 | -5 | 3 | 100* | 9 | -3 | · | 3.2 | 11
COc1cc(CNC(=O)C2CCCN2S(=O)(=O)c2ccccc2)cc(OC)c1OC (stereo not drawn) | 1709 | 0.85 | 1 | -2 | 4 | 0 | 2 | -3 | -9 | -0.4 | -3
CN1CCN(C(=O)CN(Cc2ccc(Cl)cc2)S(C)(=O)=O)CC1 | 1579 | · | 1 | -7 | 6 | -1 | 10 | 3 | -24 | 2.1 | 0
O=C(NC(Cc1ccc(O)cc1)C(=O)O)c1ccco1 (stereo not drawn) | 1495 | -0.021 | 1 | -11 | 6 | 3 | 4 | -4 | -11 | -0.4 | 10
N#CCCS(=O)(=O)c1ccc(N)cc1 | 1630 | · | 0.9 | -8 | 1 | 23 | 3 | 13 | 5 | -0.6 | 1
CC(O)/C=C/c1ccc2ccccc2n1 (stereo not drawn) | 1589 | -0.94 | 0.9 | 5 | 5 | 23 | 4 | 6 | -8 | -1.4 | 2
CCOC(=O)N1CCN(C(=O)COc2cc(=O)n(C)c3ccccc23)CC1 | 1552 | 1.1 | 1.1 | -9 | -3 | -4 | 12 | -6 | 2 | -0.3 | 0
CCOC(=O)c1cnc(-c2ccccc2)nc1Oc1ccc(C)cc1 | 1437 | · | 1 | 6 | -2 | 6 | -11 | 2 | · | 1.9 | -2
COc1cccc(Nc2nc(N)nc(-c3oc4ccccc4c3C)n2)c1 | 1558 | · | 1 | 6 | 0 | 20 | 10 | -1 | · | 1.4 | 2
CC(C)(C)c1ccc(NC(=O)COC(=O)c2ccc([N+](=O)[O-])s2)cc1 | 1499 | 0.45 | 1 | 1 | -2 | 58* | 2 | 1 | -4 | 0.5 | 0
CCc1nnc(NS(=O)(=O)c2ccc(NC(=O)COc3ccc4ccccc4c3)cc2)s1 | 1460 | 1.5 | 1.2 | -7 | -3 | -7 | -1 | -17 | -4 | -0.3 | -3
O=C1CC(c2cccc(Cl)c2)CC(O)=C1C=NC1CCCC1 (stereo not drawn) | 1660 | -1 | 0.9 | 2 | 3 | -11 | 3 | 11 | 10 | -0.2 | 3
Cc1[nH]c2ccccc2c1N=Nc1ccccc1F | 1439 | 0.65 | 0.8 | 7 | 9 | -6 | 2 | 22 | 4 | -4.0 | 3
COc1ccc2[nH]c(=O)c(CN(C(=O)c3ccncc3)C(C)C)cc2c1 | 1598 | · | 0.9 | 11 | -3 | 4 | 7 | 5 | -24 | 2.1 | -4
Cc1sc2ncn(-c3ccccc3)c(=O)c2c1C | 1653 | -0.16 | 0.9 | -11 | 7 | -7 | -1 | 9 | 3 | -0.2 | -7
Cc1ccc(S(=O)(=O)NNC(=O)c2cccs2)c(C)c1 | 1486 | 0.031 | 0.6 | -2 | 13 | -4 | -2 | 38 | 8 | -0.3 | 0
CC(OC(=O)c1cc(Cl)ccc1[N+](=O)[O-])C(=O)NC(C)c1ccc(F)cc1 (stereo not drawn) | 1617 | 0.44 | 1 | -11 | 18 | 4 | -2 | 5 | 16 | -0.5 | 2
CC(=O)Nc1nonc1-c1nc2ccccc2n1N(C(C)=O)C(C)=O | 1617 | · | 1 | -9 | 7 | -6 | 1 | -2 | -9 | 2.6 | -3
CC(C)(C)C(=O)NC(=S)NNC(=O)c1ccncc1 | 1601 | -0.41 | 1.3 | -16 | 1 | -3 | -2 | -34 | 7 | -0.7 | 2

Results in TLR4 MyD88 comp, PPARg SRC-2 ag and ROMK primary, for 2 of the compounds above:
canonical_smiles	TLR4 MyD88 comp	PPARg SRC-2 ag	ROMK primary
CCc1nnc(NS(=O)(=O)c2ccc(NC(=O)COc3ccc4ccccc4c3)cc2)s1	-7	-3	1.5
O=C1CC(c2cccc(Cl)c2)CC(O)=C1C=NC1CCCC1 (stereo not drawn)	2	3	-1

Whole records as entered above. Screens in order: TR-FRET SRC-2 ct | ROMK primary | bIAP activator | TLR4 MyD88 comp | PPARg SRC-2 ag | L major viab | PPARg SRC-3 ag | bIAP inh | S1P3 antag | Redox H2O2 prof | PPARg SRC-1 ag
Cc1ccc(N(CN2C(=O)NC(C)(C)C2=O)CN2C(=O)NC(C)(C)C2=O)cc1 is entered as 1564 | -0.76 | 1 | -1 | -5 | 22 | -7 | 4 | · | -0.6 | -7
N#CCCS(=O)(=O)c1ccc(N)cc1 is entered as 1630 | · | 0.9 | -8 | 1 | 23 | 3 | 13 | 5 | -0.6 | 1
O=C1CC(c2cccc(Cl)c2)CC(O)=C1C=NC1CCCC1 (stereo not drawn) is entered as 1660 | -1 | 0.9 | 2 | 3 | -11 | 3 | 11 | 10 | -0.2 | 3
Cc1[nH]c2ccccc2c1N=Nc1ccccc1F is entered as 1439 | 0.65 | 0.8 | 7 | 9 | -6 | 2 | 22 | 4 | -4.0 | 3

Next compounds follow.
SMILES | TR-FRET SRC-2 ct | ROMK primary | bIAP activator | TLR4 MyD88 comp | PPARg SRC-2 ag | L major viab | PPARg SRC-3 ag | bIAP inh | S1P3 antag | Redox H2O2 prof | PPARg SRC-1 ag
COc1cc([N+](=O)[O-])ccc1NC(=O)CN1CCOCC1 | 1397 | -0.7 | 1.2 | 1 | -1 | 6 | -5 | -24 | -9 | 0.1 | 0
CCOc1ccc(CN(C(=O)c2ccco2)C2CCS(=O)(=O)C2)cc1 (stereo not drawn) | 1448 | · | 1 | 3 | 2 | -6 | -7 | -3 | -18 | 2.5 | 6
O/N=C/c1cccnc1Sc1ccccc1 | 1675 | -1.1 | 1 | -1 | -5 | 0 | -2 | 3 | -5 | -0.1 | 2
Cc1ccc(OCC(O)CN2CCN(c3ccccc3)CC2)cc1 (stereo not drawn) | 1432 | · | 0.9 | 9 | 0 | 22 | 1 | 11 | · | -1.3 | -7
NC(=O)c1c(NC(=O)Cc2cccs2)sc2c1CCC2 | 1683 | · | 0.8 | 3 | 8 | 26 | 8 | 19 | -5 | 0.5 | -7
Cn1c(CSCc2ccccc2Cl)nnc1SCC(=O)Nc1nccs1 | 1414 | -1.1 | 0.9 | -12 | -8 | 13 | -6 | 9 | -6 | 0.3 | 1
O=C(Nc1ccnc(-c2ccncc2)n1)c1ccccc1Cl | 1687 | 0.086 | 1 | -14 | 4 | -2 | 9 | 4 | 8 | -0.3 | 14
CCOC(=O)C1CCN(C(=O)CCS(=O)(=O)c2ccc3c(c2)CCN3C(C)=O)CC1 | 1376 | -0.0038 | 1 | -6 | 10 | -1 | 3 | -1 | · | 0.1 | 2
COC(=O)C1=C(C)NC2=C(C(=O)C(C(=O)OC)C(c3ccc(OC)cc3)C2)C1c1ccccn1 (stereo not drawn) | 1656 | -0.2 | 1.2 | 5 | 14 | -6 | 0 | -17 | · | -7.3 | 0
CCn1cc(CNC(=O)CCc2ccc(OC)cc2)cn1 | 1463 | · | 0.9 | 5 | -2 | -7 | 10 | 7 | -30 | -2.0 | 10
CC1(C)CC(N(Cc2ccco2)C(=O)Cc2ccccc2)CCO1 (stereo not drawn) | 1667 | -0.47 | 1 | -5 | 5 | -1 | 5 | 4 | · | -0.7 | -3
Cc1ccc(NC(=O)c2snc3c(=O)[nH]cnc23)cc1C | 1568 | -0.095 | 0.9 | -6 | -5 | -21 | -8 | 8 | · | 0.1 | -1
COc1ccc(Oc2coc3cc(OCC(=O)N4CCCCC4)ccc3c2=O)cc1 | 1450 | 0.034 | 1 | -6 | 3 | 38 | 1 | 2 | 2 | 0.2 | -4
COc1ccc(-c2nn(CCC(=O)O)cc2/C=C/C(=O)O)cc1[N+](=O)[O-] | 1556 | -0.098 | 1 | 1 | -8 | -8 | -5 | 0 | 0 | -0.2 | -2
CCCCc1c(C)c2ccc(OC)c(/C(C)=N\O)c2oc1=O | 1813 | -0.33 | 0.9 | 7 | 5 | 23 | -7 | 13 | 2 | 0.1 | 8
COc1ccc(CNCC(O)(c2ccc(Cl)cc2)c2ccc(Cl)cc2)cc1OC | 1634 | 0.68 | 1.1 | 5 | 1 | 47 | 1 | -12 | · | -8.5 | -2
COc1ccc(NC(=O)CCn2nc(C)cc2C)cc1 | 1350 | 0.58 | 0.9 | 7 | 1 | -5 | -3 | 8 | -19 | 0.7 | -1
Cc1ccc(Cl)cc1NS(=O)(=O)c1c(C)[nH]c(=O)[nH]c1=O | 1552 | · | 0.9 | 7 | 5 | -5 | 0 | 9 | 5 | -0.5 | -2
COc1ccc(NC(=O)COC(=O)CNS(=O)(=O)c2ccc(C)cc2)c(OC)c1 | 1591 | 0.51 | 0.7 | -4 | 2 | -3 | 2 | 32 | 6 | -0.8 | 6
Cc1ccc(CNC(=O)c2ccc(N(C)C)cc2)cc1 | 1687 | 0.081 | 1.2 | -4 | 4 | 2 | 6 | -16 | -28 | -1.0 | 1

Screens from PubChem BioAssay.
